Screening results from PubChem BioAssay.
MEX-5 binding: C. elegans MEX-5 TCR-2 RNA binding activity; Q9XUB2; hit rate 0.38% among 300,000; MEX-5/FITC-TCR2 RNA binding, fluorescence polarization; stronger effect = lower value; activity score (negative = inhibition of binding), % at 10 µM;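 active means inhibition past about -25% in most replicates, and total fluorescence under double the plate's negative control median, limit read from the data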;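 further: 0% = DMSO and -100% = 5 µM competing unlabeled TCR2 RNA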
Target sequence (Q9XUB2 whole entry, looked up): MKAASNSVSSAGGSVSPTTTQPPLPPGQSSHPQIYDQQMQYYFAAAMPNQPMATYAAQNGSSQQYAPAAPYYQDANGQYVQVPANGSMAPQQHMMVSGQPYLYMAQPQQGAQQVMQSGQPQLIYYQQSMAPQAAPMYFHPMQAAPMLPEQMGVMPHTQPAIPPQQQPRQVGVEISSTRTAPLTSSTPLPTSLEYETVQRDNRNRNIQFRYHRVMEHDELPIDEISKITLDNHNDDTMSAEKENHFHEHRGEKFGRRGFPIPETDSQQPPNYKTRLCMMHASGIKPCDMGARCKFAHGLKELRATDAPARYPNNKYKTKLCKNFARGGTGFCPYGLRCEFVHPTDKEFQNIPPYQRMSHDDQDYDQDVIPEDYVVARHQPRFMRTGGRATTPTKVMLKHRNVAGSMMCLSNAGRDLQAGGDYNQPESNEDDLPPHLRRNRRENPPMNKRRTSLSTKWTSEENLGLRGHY
PAD4 FP inh: PAD4 (human) enzyme inhibition. Q9UM07. recombinant PAD4, RCA probe fluorescence polarization. inhibition, % at 6.36 µM. hit rate 0.41% among 330,000;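 active means percent inhibition above a cutoff equal to the mean of all tested compounds plus 3 SD, cut at about 15% in these data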;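 further: 0% = PAD4 with RCA probe and DMSO and 100% = probe without PAD4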
* marks the source's active call; other numbers are inactive results; . = no result given.

Each structure is followed by: MEX-5 binding	PAD4 FP inh
CCOC(=O)c1sc2nc3c(SCCC(=O)O)cc(C(=O)c4cc(OC)ccc4O)cn3c(=O)c2c1C
    -0.1	.
CN(C)c1cccc(NC(=O)NC2(C)CCS(=O)(=O)C2)c1 (stereo not given)
    -0.1	.
O=C(O)c1ccccc1/C=N/NC(=O)C1CCCC1
    -0.9	.
CCCc1nnc(NC(=O)C(=O)NCCN(C)C)s1
    2.7	.
COC(C[C@H]1O[C@H]1[C@H](O)[C@@H](C)OCc1ccccc1)OC
    -0.5	.
CCOc1ccc(-n2nc3ccc(NC(=O)CC)cc3n2)cc1
    1.3	.
CC(C)N1CCN(Cc2cccs2)CC1CCO (stereo not given)
    -2.4	.
CCOC(=O)c1c(NC(=O)c2ccc(-n3cnnn3)cc2)sc2c1CCCC2
    2.6	.
CCc1ccc(C(O)(CNCc2ccccc2)c2ccccc2)cc1 (stereo not given)
    -2.4	.
O=C(c1ccccc1CCc1ccccc1)N1CCCC1
    -1.0	.
COc1ccc(CCN2CCCC(CN(C)C(=O)c3ccoc3)C2)cc1 (stereo not given)
    2.8	.
COC(=O)Cn1c2nc3ccccc3nc2c2cccc(C)c21
    1.6	.
O=C(NNS(=O)(=O)c1ccc(F)cc1)c1cc(Cl)ccc1O
    -4.4	.
CCn1c(COc2cccc(OC)c2)nnc1SCC(=O)NC1CCCC1
    -1.2	.
CCCCCCN(C(=O)CCCCCN1C(=O)NC(c2ccc(-c3ccccc3)cc2)C(C(=O)OCc2ccccc2)=C1C)C(C(=O)NCCCC)c1ccc(O)c(C(=O)OC)c1 (stereo not given)
    3.8	.
CC(=O)OC(C)(CCC(C)(OC(C)=O)C(C)=O)C(C)=O (stereo not given)
    -0.9	.
Nc1nc(-c2ccc(Oc3ccccc3)cc2)c(CC(=O)O)s1
    4.1	.
C/C(=N/NC(=O)c1ccc(C)s1)c1ccncc1
    -0.2	.
CN(CCO)c1ccc(-c2n[nH]c(=O)c3ccccc23)cc1[N+](=O)[O-]
    -3.9	.
CCOC(=O)C1=C(C)N=c2s/c(=C\c3ccc(OCC(=O)O)cc3)c(=O)n2C1c1ccc(Cl)cc1 (stereo not given)
    3.9	.

In the list so far, these have a halogen:
Each structure is followed by: MEX-5 binding	PAD4 FP inh
O=C(NNS(=O)(=O)c1ccc(F)cc1)c1cc(Cl)ccc1O
    -4.4	.
CCOC(=O)C1=C(C)N=c2s/c(=C\c3ccc(OCC(=O)O)cc3)c(=O)n2C1c1ccc(Cl)cc1 (stereo not given)
    3.9	.

(next part)
Each structure is followed by: MEX-5 binding	PAD4 FP inh
COc1ccc(OCCn2cnc3ccccc32)cc1
    1.9	.
Cc1oc2c(Cl)c(Cl)c(O)c(CN(C)C)c2c1C(=O)c1ccc(Cl)cc1
    -1.3	.
O=[N+]([O-])c1ccc(Sc2nnnn2-c2ccccc2)nc1
    2.0	.
COC(=O)CCC(=O)OC1(C)C(=O)C=C2C=C(C3CC3)N(CC(C)C)C=C2C1=O (stereo not given)
    -6.2	.
CCOC(=O)NN=C1c2ccccc2-c2ccccc21
    1.3	.
CCN(CC)CCCNC(=O)c1cc2c(=O)[nH]c3ccc(C)cc3c2s1
    2.9	.
Cc1ccc(NC(=O)N2CCc3ccccc3C2)cc1C
    -3.5	.
CC1=C(C)C(=O)C(N2CCOCC2)=CC1=O
    -0.8	.
O=C(c1c[nH]c(C(=O)N2CCN(c3ccccc3F)CC2)c1)c1cccc(Cl)c1Cl
    2.5	.
O=C(CC(=O)c1ccccc1)Nc1ccccn1
    1.8	.
N#Cc1c(C(F)(F)F)cc(=O)n2c1[nH]c1ccccc12
    -18.7	.
O=C(CCC(=O)c1ccccc1)Nc1ccc(C(=O)O)cc1
    0.5	.
COc1ccc(C(c2nnnn2C(C)(C)C)N2CCN(c3nc4ccccc4s3)CC2)cc1 (stereo not given)
    -1.5	.
N#CC1=C(N)Oc2cc(N)ccc2C1c1ccccc1Cl (stereo not given)
    -3.3	.
COc1cc(CNCCCN2CCOCC2)c(Br)cc1OC(C)C
    -1.9	.
CCOC(=O)C(=O)C1C(=O)Nc2ccccc21 (stereo not given)
    0.8	.
CC(=O)OC1CC[C@@]2(C)C(CCC3C2CC(=O)[C@@]2(C)C3CC3CC(C)=CC(=O)C32)C1 (stereo not given in full)
    3.5	.
CCc1c(C)nc2c(-c3ccccc3)c(C)[nH]n2c1=O
    1.1	.
CC(C)C(=O)N1CCN(c2ccccc2NC(=O)COc2ccc(C3CCCCC3)cc2)CC1
    1.2	.
COC(C[C@@H](O)CC(=O)[C@H](C)OCc1ccccc1)OC
    2.5	.

(cont.)
Each structure is followed by: MEX-5 binding	PAD4 FP inh
COc1ccc(NC(=O)c2ccco2)c2ccccc12
    1.6	.
CC1(OC(=O)C2CCCC2)C(=O)C=C2C=C(c3ccsc3)N(CCN3CCOCC3)C=C2C1=O (stereo not given)
    -3.8	.
CCOC(=O)c1c(-c2cccc([N+](=O)[O-])c2)csc1NC(=O)CCCOc1ccccc1OC
    -0.1	.
CCN(CC(=O)N1CCOCC1)S(=O)(=O)c1ccc2ccccc2c1
    -1.2	.
Cc1ccc(S(=O)(=O)N(CC(=O)Nc2ccc(Cl)cc2)C(=O)N2CCN(C)CC2)cc1
    0.1	.
COc1ccccc1CN1CC(C(=O)NCc2ccc(SC)cc2)CCC1=O (stereo not given)
    -2.7	.
CCN(CCn1cccn1)C(=O)c1cc(COc2cc(C)ccc2C)on1
    0.8	.
CCOc1ccc(Br)cc1S(=O)(=O)NC1CC(C)(C)NC(C)(C)C1
    -1.3	.
NC(=O)N=Nc1c(O)n(Cc2ccccc2)c2ccc(Br)cc12
    -0.4	.
O=C(O)CCN(Cc1ccccc1)S(=O)(=O)c1ccccc1Cl
    0.2	.
COc1ccc(C(=O)N=c2c(C#N)cc3c(=O)n4cccc(C)c4nc3n2Cc2ccco2)cc1
    -40.5*	.
COc1ccc(-c2cccc(-c3cc(=O)oc4cc(OC)c(OC)c(OC)c34)c2)cc1
    .	2.9
COC(=O)[C@@]1(Cc2ccccc2)[C@H]2C(=O)N(Cc3ccccc3)C(=O)[C@H]2[C@H]2CN=C(SCc3ccccc3)N21
    .	-0.1
NS(=O)(=O)c1ccc(N2N=C(c3ccccc3)CC2c2cccc(Cl)c2)cc1 (stereo not given)
    .	2.9
CCOC(=O)C1=CN(Cc2cccc(I)c2)S(=O)(=O)N(C)C1C (stereo not given)
    .	2.8
COc1cc(OC)c2c(c1)OC(=O)CC2c1cc(OC)c(OC)c(OC)c1 (stereo not given)
    .	3.0
CCN(CC)C(=O)[C@H]1C[C@H](CC(=O)NCCc2ccccn2)C(=O)N2CCc3c([nH]c4ccc(Cl)cc34)[C@]12C
    .	-1.5
C[C@]12c3[nH]c4cc(-c5ccco5)ccc4c3CCN1C(=O)[C@@H](CC(=O)NCC13CC4CC(CC(C4)C1)C3)C[C@@H]2C(=O)N1CCCCC1
    .	2.0
COCCCNC(=O)C[C@H]1C[C@H](C(=O)N2CCOCC2)[C@@]2(CCC3CCCC3)c3[nH]c4cc(-c5ccco5)ccc4c3CCN2C1=O
    .	-1.0
CC(C)(C)OC(=O)C1=C(CO)CS[C@@H]2[C@H](NC(=O)Cc3ccccc3)C(=O)N12
    .	-1.3

Further records.
Each structure is followed by: MEX-5 binding	PAD4 FP inh
Cc1ccc(S(=O)(=O)N2C[C@@H]3[C@H]4CC[C@H](C4)[C@@H]3[C@@H](C)[C@H]2c2ccn(Cc3ccccc3)c2)cc1
    .	4.0
COc1ccc2[nH]c3c(c2c1)CCN1C(=O)C(CC(=O)NCCC2=CCCCC2)C[C@H](C(=O)N2CCCCC2)[C@@]31C (stereo not given in full)
    .	-5.0
CC(C)=CCC/C(C)=C/CNC(=O)C[C@H]1C[C@H](C(=O)N2CCCCC2)[C@@]2(C)c3[nH]c4ccc(Cl)cc4c3CCN2C1=O
    .	7.0
Nc1ncnc2c1ncn2[C@@H]1O[C@H](CNC(=O)[C@H](N)Cc2cscn2)[C@@H](O)[C@H]1O
    .	-6.6
CN(C)C(=O)CCc1ccc2c3c([nH]c2c1)[C@]1(C)[C@@H](C(=O)N2CCCCC2)C[C@H](CC(=O)NCCc2ccccn2)C(=O)N1CC3
    .	5.3
OC[C@@H]1[C@@H](c2ccc(Cl)cc2)C(c2ccccc2)=NN1c1ccccc1
    .	2.5
O=C(Cn1cnc2c(NCc3ccccc3)ncnc21)NCCN1CCOCC1
    .	-2.2
CCCCN1CC[C@@H]2C=CC[C@H](C(=O)OC)[C@@H]2C1=O
    .	2.4
CCOC(=O)C1=C(C)N(C[C@@H]2CC[C@@H](Cc3ccc4cc(OC)ccc4c3)O2)C(=O)NC1c1ccccc1 (stereo not given in full)
    .	-5.5
CC(C)N(C(=O)[C@H]1C[C@H](CC(=O)NCCN2CCOCC2)C(=O)N2CCc3c([nH]c4ccc(Cl)cc34)[C@]12C)C(C)C
    .	1.0
CC(C)N(C(=O)[C@H]1C[C@H](CC(=O)NCCc2ccccn2)C(=O)N2CCc3c([nH]c4cc(CCC(=O)N(C)C)ccc34)[C@]12C)C(C)C
    .	-2.5
COc1ccc(-c2noc(CCC(=O)N3CCN(c4ccc(Br)cc4)CC3)n2)cc1
    .	3.4
C[C@]12c3[nH]c4ccc(Cl)cc4c3CCN1C(=O)[C@@H](CC(=O)NCc1ccco1)C[C@@H]2C(=O)N1CCOCC1
    .	-2.3
Cc1ccc(S(=O)(=O)N2C[C@@H]3CCCC[C@@H]3[C@@H](C)[C@H]2c2cn(Cc3ccccc3)c3ccc(F)cc23)cc1
    .	0.7
COc1cc2c(c(OC)c1OC)C(c1ccc(O)cc1)CC(=O)O2 (stereo not given)
    .	3.0
COc1ccc(CN(CC(O)COCc2ccccc2)S(=O)(=O)c2ccccc2Br)cc1 (stereo not given)
    .	0.4
COc1ccc(-c2noc(CCCC(=O)N3CCN(c4cc(C)ccc4C)CC3)n2)cc1
    .	3.8
CCOC(=O)CC[C@H](NC(=O)Cn1cnc2c(NCc3ccccc3)ncnc21)C(=O)OCC
    .	-3.7
O=C(N[C@@H]1c2ccccc2CC[C@@H]1OCc1ccccc1)c1ccc(-c2ccccc2)cc1
    .	-3.5
Cc1cc2oc(=O)cc(-c3ccccc3)c2c(C)c1-c1ccc(F)c(Cl)c1
    .	-4.2

Continuation:
Each structure is followed by: MEX-5 binding	PAD4 FP inh
COc1ccc2[nH]c3c(c2c1)CCN1C(=O)C(CC(=O)NCc2ccco2)C[C@H](C(=O)N(C(C)C)C(C)C)[C@@]31C (stereo not given in full)
    .	4.1
CC[C@]12c3[nH]c4cc(-c5ccco5)ccc4c3CCN1C(=O)[C@@H](CC(=O)NCCN1CCOCC1)C[C@@H]2C(=O)N1CCN(C(=O)C2CC2)CC1
    .	1.4
COc1ccc(NC(=O)NC[C@@H]2CC[C@@H](Cc3ccc(-c4ccccc4)cc3)O2)cc1
    .	4.6
O=C(CCc1ccccc1)N[C@@H]1c2ccccc2CC[C@H]1OCc1ccccc1
    .	0.6

Given tab-delimited: 18 of the compounds above.
SMILES	MEX-5 binding	PAD4 FP inh
Nc1ncnc2c1ncn2[C@@H]1O[C@H](CNC(=O)[C@H](N)Cc2cscn2)[C@@H](O)[C@H]1O	.	-6.6
CN(C)C(=O)CCc1ccc2c3c([nH]c2c1)[C@]1(C)[C@@H](C(=O)N2CCCCC2)C[C@H](CC(=O)NCCc2ccccn2)C(=O)N1CC3	.	5.3
OC[C@@H]1[C@@H](c2ccc(Cl)cc2)C(c2ccccc2)=NN1c1ccccc1	.	2.5
O=C(Cn1cnc2c(NCc3ccccc3)ncnc21)NCCN1CCOCC1	.	-2.2
CCCCN1CC[C@@H]2C=CC[C@H](C(=O)OC)[C@@H]2C1=O	.	2.4
CCOC(=O)C1=C(C)N(C[C@@H]2CC[C@@H](Cc3ccc4cc(OC)ccc4c3)O2)C(=O)NC1c1ccccc1 (stereo not given in full)	.	-5.5
CC(C)N(C(=O)[C@H]1C[C@H](CC(=O)NCCN2CCOCC2)C(=O)N2CCc3c([nH]c4ccc(Cl)cc34)[C@]12C)C(C)C	.	1.0
CC(C)N(C(=O)[C@H]1C[C@H](CC(=O)NCCc2ccccn2)C(=O)N2CCc3c([nH]c4cc(CCC(=O)N(C)C)ccc34)[C@]12C)C(C)C	.	-2.5
COc1ccc(-c2noc(CCC(=O)N3CCN(c4ccc(Br)cc4)CC3)n2)cc1	.	3.4
C[C@]12c3[nH]c4ccc(Cl)cc4c3CCN1C(=O)[C@@H](CC(=O)NCc1ccco1)C[C@@H]2C(=O)N1CCOCC1	.	-2.3
Cc1ccc(S(=O)(=O)N2C[C@@H]3CCCC[C@@H]3[C@@H](C)[C@H]2c2cn(Cc3ccccc3)c3ccc(F)cc23)cc1	.	0.7
COc1cc2c(c(OC)c1OC)C(c1ccc(O)cc1)CC(=O)O2 (stereo not given)	.	3.0
COc1ccc(CN(CC(O)COCc2ccccc2)S(=O)(=O)c2ccccc2Br)cc1 (stereo not given)	.	0.4
COc1ccc(-c2noc(CCCC(=O)N3CCN(c4cc(C)ccc4C)CC3)n2)cc1	.	3.8
CCOC(=O)CC[C@H](NC(=O)Cn1cnc2c(NCc3ccccc3)ncnc21)C(=O)OCC	.	-3.7
O=C(N[C@@H]1c2ccccc2CC[C@@H]1OCc1ccccc1)c1ccc(-c2ccccc2)cc1	.	-3.5
Cc1cc2oc(=O)cc(-c3ccccc3)c2c(C)c1-c1ccc(F)c(Cl)c1	.	-4.2
COc1ccc2[nH]c3c(c2c1)CCN1C(=O)C(CC(=O)NCc2ccco2)C[C@H](C(=O)N(C(C)C)C(C)C)[C@@]31C (stereo not given in full)	.	4.1

Only part of the results is shown; the hit share may differ from the screen's.
